Bioassay records: PubChem BioAssay, National Center for Advancing Translational Sciences (NCATS)
KB-V1 cytotox: KB-V1 MDR subline cytotoxicity; KB-V1 MDR cells viability, CellTiter-Glo, 72 h; Potency, µM (highest dose often 46.1 µM), without a hit: at the highest dose activity change, negative = cytotoxicity, actives largely listed as cytotoxic; actives 3.4% (n = 400,000); also: potency is read from the fitted curve at half-maximal effect; % is scaled to controls: 0 for no effect and ±100 for the full control effect; nearly all actives have a fitted effect of over 60% in size
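In this primary screen, KB-V1 cells overexpressing P-gp are incubated with library compounds (lowest to highest concentration) for 72 h at 37 degrees C before a luminescent ATP viability read.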
aSyn yeast inh: inhibitors of alpha-synuclein toxicity in yeast; Yeast expressing alpha-synuclein, growth rescue, BacTiter-Glo, 24 h; Potency, µM (series often up to 46.1 µM), for the others: top-dose growth rescue (activation), hits mostly activators; actives 0.14% (n = 370,000); AID 652106; also: potency is read from the fitted curve at half-maximal effect; % of control where 0% means no effect; nearly all actives have a fitted effect of over 65% in size
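Screening used galactose-induced yeast with toxic alpha-synuclein levels, exposed to compound for 24 hr at 30 deg C. Cell growth, read with BacTiter-Glo luminescence, gave the measured signal.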
GLP1R cytotox: cytotoxicity counter-screen for GLP-1 receptor inverse agonists; HEK293 cAMP-luciferase reporter cells, luminescence, 24 h; Potency, µM (top dose mostly 38.3 µM), for the others: at the highest dose activity change, negative = inhibition, most hits filed as inhibitors; actives 0.13% (n = 410,000);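 also: loss of luciferase light is scored as toxicity; potency is read from the fitted curve at half-maximal effect; % is scaled to controls: 0 for no effect and ±100 for the full control effect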
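Step one: seed cells (200 cells/uL, DMEM with 10% Nu serum, 1% pen-strep). Step two: 12-hour incubation at 37 deg C. Step three: pin 23 nL compound, incubate 24 hr. Step four: add luciferase reagent, read luminescence 12 min later.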
DRD3 antagonist: antagonists of human D3 dopamine receptor | P35462 | D3R cells, DiscoveRx beta-arrestin luminescence, antagonist mode; hits give low values | max response, negative = inhibition, % | actives 2.5% (n = 360,000) | AID 652054; in the data active = max response below about -50%; inconclusive = no clear call, values can overlap the other calls; also: % is scaled to controls: 0 for no effect and ±100 for the full control effect; mostly tested at two doses, the higher about 12 µM
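Cells plated overnight at 1500 cells/well, then exposed to library compounds with dopamine controls for 90 minutes at 37 degrees C. DiscoveRx reagent added for 30–60 minutes at room temperature; luminescence read, quantitative HTS format.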
GLP-1R inv ag: acts as inverse agonist at human GLP-1 receptor; P43220; HEK293 GLP-1R CRE-luciferase, luminescence, 24 h; GLP-1R form is constitutively active; Potency, µM (series often up to 38.3 µM), without a hit: at the top dose activity change, negative = inhibition, most hits filed as inhibitors; actives 1.6% (n = 410,000); AID 624417; also: potency is read from the fitted curve at half-maximal effect; % is scaled to controls: 0 for no effect and ±100 for the full control effect; nearly all actives have a fitted effect of over 55% in size
Target sequence (P43220 whole entry, looked up): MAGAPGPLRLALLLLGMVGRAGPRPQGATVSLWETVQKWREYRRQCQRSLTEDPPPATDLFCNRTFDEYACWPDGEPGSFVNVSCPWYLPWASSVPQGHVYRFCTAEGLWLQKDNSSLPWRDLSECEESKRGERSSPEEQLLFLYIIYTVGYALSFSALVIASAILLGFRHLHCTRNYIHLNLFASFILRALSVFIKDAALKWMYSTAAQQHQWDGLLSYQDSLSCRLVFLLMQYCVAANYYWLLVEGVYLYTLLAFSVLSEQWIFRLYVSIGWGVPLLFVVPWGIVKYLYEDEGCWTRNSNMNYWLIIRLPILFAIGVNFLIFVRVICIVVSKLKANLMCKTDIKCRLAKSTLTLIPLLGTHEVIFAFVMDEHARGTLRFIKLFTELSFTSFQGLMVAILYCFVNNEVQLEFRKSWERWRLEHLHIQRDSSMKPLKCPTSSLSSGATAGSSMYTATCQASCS
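Using stably transfected HEK293 (constitutively active GLP-1R, cAMP-luciferase reporter), compounds were incubated 24 hr and luciferase measured by luminescence.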
GLP-1R agonist: GLP-1 receptor (human) agonism; P43220; HEK293 GLP-1R CRE-luciferase, luminescence, 4-6 h; cells express a hypersensitive GLP-1R form; Potency, µM (doses to about 45.6 µM), for inactives: top-dose activation, hits mostly activators; actives 0.007% (n = 380,000); AID 624172; also: potency is read from the fitted curve at half-maximal effect; % of control where 0% means no effect
TDP43 rescue: rescues yeast growth from TDP-43 toxicity; Potency, µM (highest dose often 46.1 µM), for inactives: at the highest dose growth rescue (activation), most hits filed as activators; TDP-43 expressing yeast growth rescue, BacTiter-Glo, 24 h; actives 1.8% (n = 410,000); also: potency is read from the fitted curve at half-maximal effect; % of control where 0% means no effect; nearly all actives have a fitted effect of over 50% in size
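Readout is BacTiter-Glo luminescence of cell growth, so inhibitors register as activators. TDP-43-expressing yeast at OD600=0.02 in galactose medium, after raffinose pregrowth to mid-log, were incubated with compound for 24 hr at 30 deg C.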
D3 ag: activates the human D3 dopamine receptor; D3R DiscoveRx beta-arrestin cells, luminescence, 90 min; max activation, %; actives 0.58% (n = 410,000); AID 652048; in the data active = max activation above about 30%; also: 0% is about no effect; mostly tested at two doses, the higher about 12 µM
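Cells at 1500/well, incubated overnight, then treated with pinned compounds (dopamine as control) for 90 min at 37 degrees C. DiscoveRx reagent added for 30 - 60 minutes at room temperature; luminescence read.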
PTHR1 agonist: agonists of human PTHR1 parathyroid hormone receptor; Q03431; HEK293 GP2 PTHR1 cells, GloSensor cAMP luminescence, 1 h; Potency, µM (series often up to 115 µM), inactives show at the highest dose activation, hits mostly activators; actives 0.075% (n = 410,000); also: potency is read from the fitted curve at half-maximal effect; nearly all actives have a fitted effect of over 55% in size; some results filed as inactive show a strong effect at the top dose; inactives centre near -15; many of its hits are not listed in these tables
Target sequence (Q03431 whole entry, looked up): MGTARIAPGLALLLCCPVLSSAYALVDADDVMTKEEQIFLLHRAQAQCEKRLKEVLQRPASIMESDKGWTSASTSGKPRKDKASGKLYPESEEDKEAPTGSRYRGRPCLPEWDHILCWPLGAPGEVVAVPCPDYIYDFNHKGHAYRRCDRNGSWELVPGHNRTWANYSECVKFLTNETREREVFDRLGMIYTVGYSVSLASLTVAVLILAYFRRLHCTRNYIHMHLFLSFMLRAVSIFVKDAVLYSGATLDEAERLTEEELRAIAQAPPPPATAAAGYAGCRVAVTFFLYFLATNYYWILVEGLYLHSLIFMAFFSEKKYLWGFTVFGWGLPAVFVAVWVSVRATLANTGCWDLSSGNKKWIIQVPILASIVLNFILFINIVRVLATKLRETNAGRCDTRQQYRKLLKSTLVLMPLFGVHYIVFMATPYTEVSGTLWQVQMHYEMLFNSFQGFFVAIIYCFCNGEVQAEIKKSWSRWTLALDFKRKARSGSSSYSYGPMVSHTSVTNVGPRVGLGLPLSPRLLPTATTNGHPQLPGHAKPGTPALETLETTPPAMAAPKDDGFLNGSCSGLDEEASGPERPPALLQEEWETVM
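HEK-293-derived GP2 cells expressing PTHR1 and a GloSensor cAMP reporter, 3,000/well, plated overnight, given luciferin plus IBMX (each 0.5 mM as added) for 1 h at 37 °C, then compound for 1 h at 37 °C. Luminescence was read after 15 min at room temperature.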
* marks the source's active call; other numbers are inactive results; i = inactive; ? = inconclusive; nt = no result given; & = joins results of further samples; [ ] = remark or other dose. Unless noted, calls follow the shape of the dose curve; as a rule, active = well fitted curve in the direction sought with a large enough effect; inconclusive = small, poorly fitted or top-dose-only effect, or another doubt; inactive = no such curve, though single readings can be large; an effect the other way counts as inactive or inconclusive. Some of the compounds tested (hit frequency here may not be typical).

SMILES | KB-V1 cytotox | aSyn yeast inh | GLP1R cytotox | DRD3 antagonist | GLP-1R inv ag | GLP-1R agonist | TDP43 rescue | D3 ag | PTHR1 agonist
CN1CCN(C(=S)c2ccc(-c3cc(Cl)ccc3Cl)o2)CC1 | -24% | -5% | 0% | ? | ? | 13% | -4% | -21 | i
O=C(NC(C(=O)N/N=C/c1ccccn1)c1n[nH]c(=O)c2ccccc12)c1ccccc1 (stereo not given) | 17% | 2% | -17% | 0 | 42%[activator] | 6% | 12% | 7 | i
O=C1OC(N2C(=O)CC[C@H]2C(=O)Nc2ccc3c(c2)OCO3)c2ccccc21 (stereo not given in full) | -18% | -1% | -3% | -12 | 4% | 7% | 16% | 16 | i
CSc1ncc(C(=O)Nc2ccc(C)c(Cl)c2)c(-c2ccccc2)n1 | -17% | nt | -5% | nt | ? | nt | ? | -4 | -79%[inhibitor]
COc1ccc(-n2c(SCC(=O)c3ccc(Cl)cc3)nc3c([nH]c4ccccc43)c2=O)cc1 | ? | 4% | 1% | nt | 9% | -4% | 14% | -18 | i
Cc1ccc(-c2cc(C(F)(F)F)n3ncc(-c4ccc(Cl)cc4)c3n2)cc1 | -9% | nt | -14% | nt | 2% | nt | 2% | 3 | -22%
Cc1ccc(S(=O)(=O)Cc2nc(-c3ccc(C(=O)NCc4ccccc4C)cc3)oc2C)cc1 | -23% | nt | -8% | nt | 0% | nt | 23% | -3 | -23%
O=c1cc(NCCc2ccccc2)c2ccccc2o1 | 13µM* | -26% | 4% | 17 | ? | 12% | 6% | 1 | -8%
CCC(/C=N/NC(=O)C(=O)N/N=C/C(CC)CC)CC | 0% | 0% | -7% | 2 | 3% | -1% | 9% | -2 | -4%
Cc1ccccc1NC(=O)Cn1nc(-c2ccccc2)nc(Cc2ccccc2)c1=O | nt | nt | -3% | nt | -1% | nt | 18% | 12 | i
CC(CNC(=O)CCc1nnc2ccc(N3CCC4(CC3)OCCO4)nn12)c1ccccc1 (stereo not given) | ? | -5% | -4% | 5 | 28% | 8% | -4% | 18 | -1%
CCCOP(=O)(c1ccc(N(C)C)cc1)C(O)c1cc(OC)c(OC)c(OC)c1 (stereo not given) | -3% | 5% | -14% | -9 | -3% | -4% | -2% | 3 | i
O=C1NC[C@@H](CCCCN2C[C@H](Cc3ccc(O)cc3)N(CCC3CCCCC3)C(=O)C2=O)N(CCC2CCCCC2)C1=O | ? | -18% | -9% | -13 | 8% | -1% | 22% | -11 | -43%[inhibitor]
O=C(COc1cccc(Cl)c1)N/N=C\c1cc2ccccc2nc1Cl | ? | -2% | 4% | 5 | 10% | -3% | -21% | 2 | i
CN(Cc1ccc2nonc2c1)Cc1nc(Cc2cccc(F)c2)no1 | 4% | -7% | -4% | 4 | ? | 7% | ? | 0 | -46%[inhibitor]

Continued, overlapping the part above by 2 compounds.
SMILES | KB-V1 cytotox | aSyn yeast inh | GLP1R cytotox | DRD3 antagonist | GLP-1R inv ag | GLP-1R agonist | TDP43 rescue | D3 ag | PTHR1 agonist
O=C(COc1cccc(Cl)c1)N/N=C\c1cc2ccccc2nc1Cl | ? | -2% | 4% | 5 | 10% | -3% | -21% | 2 | i
CN(Cc1ccc2nonc2c1)Cc1nc(Cc2cccc(F)c2)no1 | 4% | -7% | -4% | 4 | ? | 7% | ? | 0 | -46%[inhibitor]
O=c1c[n+]([O-])c2ccccc2n1OCc1c(F)cccc1F | 9% | 21% | -4% | 18 | 15% | 1% | 4% | 2 | -2%[57.5 µM]
O=C(N/N=C/c1cc([N+](=O)[O-])ccc1N1CCNCC1)c1ccc([N+](=O)[O-])cc1 | 1% | 1% | -9% | -6 | 0% | 7% | 20% | 0 | 1%[57.5 µM]
CCN1C(=O)[C@H]2[C@@H](c3ccc(-c4ccc(F)cc4)c(OC)c3)N[C@@](C)(C(=O)OC)[C@H]2C1=O | 6% | -2% | -1% | -51* | 6% | 5% | 7% | -12 | -27%
COc1ccc(C(=O)OCC(=O)c2ccc(C)c(S(=O)(=O)N3CCOCC3)c2)cc1OC | -26% | 3% | 4% | 28 | 2% | -3% | -23% | 11 | -3%
CN(CC(=O)Nc1cc(S(=O)(=O)N2CCCC2)ccc1Cl)Cc1cccs1 | -16% | -11% | 1% | ? | ? | 10% | 5% | -7 | -41%[inhibitor]
O=C(CSc1ccc2nnc(-c3ccccc3)n2n1)N1CCCCC1 | -22% | -6% | -6% | 19 | 7% | 3% | -32%[inhibitor] | 1 | i
CCn1c(=O)cc(SCC(=O)N2CCN(c3ccccc3OC)CC2)c2ccccc21 | 8.2µM* | 7% | -13% | 26 | -22% | -8% | -8% | 4 | -2%[57.5 µM]
O=C(O)CSc1ccc(S(=O)(=O)N2CCCC2)cn1 | 0% | 6% | -17% | 4 | 3% | -8% | 14% | -1 | i
CCOC(=O)c1nn(-c2ccccc2)cc1O | -5% | 1% | 7% | -2 | 44%[activator] | 4% | -2% | 0 | i
COCCNC(=O)CCc1nc(-c2ccccc2)no1 | 23% | -1% | 3% | -4 | 0% | 0% | -7% | 1 | i
NC1(C(=O)O)CC1 | 2% | 5%&-4% | 3% | -75* | 21% | -2% | -7% | -48 | -8%
NC(=O)CC(NC(=O)c1ccccc1)c1ccc(N2CCc3ccccc3C2)c([N+](=O)[O-])c1 (stereo not given) | 7% | 1% | -8% | ? | ? | 6% | 17% | -26 | i
O=C(COC(=O)Cc1ccc(S(=O)(=O)N2CCOCC2)s1)NCc1ccccc1 | 5% | 1% | -3% | 2 | 0% | -2% | 7% | 4 | i
COc1ccc(NC(=O)CN(C)C(=O)c2ccc3ccccc3n2)cc1 | -18% | 7% | -8% | -28 | -25% | 2% | 1% | -7 | i
CCOc1cc(C2NC(=O)NC(c3ccccc3)=C2C(=O)c2ccccc2)c(Br)cc1OCC(=O)O (stereo not given) | -9% | -8% | -11% | 1 | 1% | 7% | -5% | 4 | i
COc1ccc(/C(O)=C2/C(=O)C(=O)N(CCCN(C)C)C2c2ccccc2)cc1OC (stereo not given) | -1% | -11% | -22% | -16 | 25% | -3% | -20% | 4 | i
Cc1cccc(NC(=O)CSc2nnc(CNC(=O)c3ccco3)o2)c1 | 26% | 1% | -10% | 6 | -13% | -5% | 0% | -4 | -21%
CC(C)(C)C(=O)Nc1cccc(S(=O)(=O)NC2=NCCC2)c1 | -2% | -4% | -8% | 5 | 4% | -7% | 25% | 3 | i
C/C(=C\c1ccccc1)C(=O)N1CCN(c2cccc(C(F)(F)F)c2)CC1 | 4% | 12% | -11% | 42 | -21% | 1% | 17% | 2 | -18%
CCn1c(-c2cc3ccccc3cc2O)n[nH]c1=S | 21µM* | 1% | -25% | -27 | -16% | 4% | -3% | -5 | 16%[57.5 µM]
CN1CCN(c2nc3c(c(=O)n(C)c(=O)n3C)n2Cc2ccc(F)cc2)CC1 | -8% | -1% | -25% | -3 | 3% | 1% | -2% | -4 | -33%[inhibitor]
COc1ccc(C#Cc2c(-c3ccc(OC)cc3)oc3ccc(-c4ccc5c(c4)OCO5)cc23)cc1 | 15% | 0% | 10% | 9 | 18% | 5% | 6% | 15 | -11%
Clc1ccccc1-c1nnc(-c2cccnc2)o1 | -18% | 9% | -2% | 21 | 16% | 24% | -5% | 0 | -9%
Cc1ccc(N=Cc2c(O)[nH]c3ccccc23)c([N+](=O)[O-])c1 | 2% | 0% | -15% | -12 | 23% | -10% | -6% | 0 | i
CCOC(=O)COc1nc(Nc2ccccc2C)nc(N(C)C)n1 | ? | 16% | 1% | 15 | ? | -1% | 5% | -4 | -10%
N#Cc1ccc(Oc2ccc(NC(=O)C3CC=CCC3C(=O)O)cc2)cc1 (stereo not given) | -2% | 1% | 5% | -1 | 7% | 2% | 0% | -1 | -6%
Cc1ccc(OCCSc2nc3ccccc3n2CC(=O)N2CCOCC2)cc1C | -4% | nt | 0% | nt | 14% | nt | 23% | 4 | -6%
NC(=O)NC(Cc1ccccc1)C(=O)O (stereo not given) | 10% | 3% | ? | -13 | 0% | -7% | -11% | 25 | i
O=C(CSc1ccc2ccccc2n1)NCCCN1CCCC1=O | 25% | 1% | 2% | 1 | 14% | 3% | 23% | 1 | -18%
COCCNC(=O)Cn1nc(-c2ccc(Cl)cc2)c2ccccc2c1=O | -8% | -11% | 2% | -20 | -11% | 5% | -9% | 2 | i
COc1cc(OC)cc(C(=O)N[C@H](C(=O)NCc2ccccc2)C(C)C)c1 | -1% | -1% | 8% | -13 | ? | 17% | -27% | -4 | 5%
O=c1cc(-c2c(F)c(F)c(F)c(F)c2F)oc2ccccc12 | -12% | 3% | -4% | -67* | 14% | -6% | 25% | -22 | -35%[inhibitor]
O=C(O)c1cc(-n2nnnc2SCc2ccccc2F)ccc1Cl | 24% | -5% | -3% | 7 | 15% | -4% | -3% | 1 | ?
Cc1cccc(NC(=O)CN2CCN(CC(=O)NCC3(N4CCCCC4)CCCCC3)CC2)c1C | 0% | 1% | -8% | 11 | 6% | 2% | -21% | 1 | -6%
OCC[C@@H]1C[C@H](O)[C@@H](O)[C@@]2(Cc3ccccc3CCO2)O1 | 1% | 0% | 8% | 0 | 10% | 8% | 26% | -2 | i
N#Cc1ccccc1NC(=S)NC(=O)c1cccs1 | 0% | 4% | 6% | -2 | 20% | -4% | -10% | -1 | i
COc1cccc(/C=C/C(=O)OCC(=O)c2ccc(C)c(C)c2)c1OC | 11% | -13% | 0% | 9 | ? | -1% | -12% | 9 | -4%
COc1ccccc1CNC(=O)CS(=O)(=O)c1ccccc1 | 8% | -1% | -10% | 12 | 3% | 1% | -3% | 7 | i
Cc1ccc(NC(=O)CSCC(=O)NCCc2ccccc2)cc1 | -2% | -3% | -9% | 1 | ? | 11% | 16% | 13 | i
